High-throughput results as filed in PubChem.
STK33 kinase inh = blocks human STK33 kinase activity; AID 2661; actives 0.073% (n = 320,000); purified STK33, MBP phosphorylation, ADP-Glo luminescence; inhibition, % at 10 µM;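 active means inhibition at or above 25%, using the most active replicate where run in duplicate; inactive means inhibition below 25%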
Target sequence (Q9BYT3 whole entry, looked up): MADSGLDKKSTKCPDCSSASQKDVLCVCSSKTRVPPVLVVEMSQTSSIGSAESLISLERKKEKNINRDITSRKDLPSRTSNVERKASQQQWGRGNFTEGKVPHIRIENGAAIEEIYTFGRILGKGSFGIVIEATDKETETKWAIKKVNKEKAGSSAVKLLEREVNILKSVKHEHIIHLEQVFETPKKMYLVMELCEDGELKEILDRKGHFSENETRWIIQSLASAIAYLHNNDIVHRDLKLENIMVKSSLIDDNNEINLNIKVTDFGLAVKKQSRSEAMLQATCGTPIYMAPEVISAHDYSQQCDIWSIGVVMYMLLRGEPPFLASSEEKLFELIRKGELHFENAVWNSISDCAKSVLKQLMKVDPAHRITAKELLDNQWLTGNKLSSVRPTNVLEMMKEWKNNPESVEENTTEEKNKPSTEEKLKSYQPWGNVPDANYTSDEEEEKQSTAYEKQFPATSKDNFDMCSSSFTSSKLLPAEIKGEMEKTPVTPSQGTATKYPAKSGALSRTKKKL
OX1R FRET antag = blocks the human orexin 1 receptor; AID 485270; actives 1.8% (n = 330,000); inhibition, % at 6.6 µM; O43613; OX1R-expressing cells, FRET antagonist read-out; in the data active means inhibition mostly above about 38%, no sharp cut-off; inactive means mostly below about 40%;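 further: 0% = agonist challenge alone and 100% = reference antagonist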
Target sequence (O43613 whole entry, looked up): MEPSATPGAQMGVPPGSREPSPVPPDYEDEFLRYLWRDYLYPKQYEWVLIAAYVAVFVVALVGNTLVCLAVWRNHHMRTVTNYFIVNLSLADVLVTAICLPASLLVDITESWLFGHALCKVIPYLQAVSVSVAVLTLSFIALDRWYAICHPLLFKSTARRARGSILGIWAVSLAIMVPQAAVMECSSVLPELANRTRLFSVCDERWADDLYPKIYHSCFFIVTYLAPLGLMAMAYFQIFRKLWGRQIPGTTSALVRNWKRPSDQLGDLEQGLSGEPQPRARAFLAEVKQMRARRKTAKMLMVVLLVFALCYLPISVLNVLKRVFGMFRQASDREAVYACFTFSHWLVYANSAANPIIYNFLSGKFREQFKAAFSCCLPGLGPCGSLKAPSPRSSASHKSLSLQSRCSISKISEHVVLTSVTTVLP
* = called active by the depositor. No enrichment for hits; about 1.8% have a hit in one of these screens.

For COc1ccc(OCCNC(=O)/C=C/c2ccccc2)cc1 the results were STK33 kinase inh -0.6 and OX1R FRET antag 18.
`CCOc1ccccc1OCC(=O)Nc1nnc(C)s1` gave STK33 kinase inh -0.9 and OX1R FRET antag 4.
COC(=O)/C(C#N)=C/c1c(N2CCN(c3ccccc3)CC2)nc2ccccn2c1=O was read as STK33 kinase inh 0.7 and OX1R FRET antag 14.
Screening O=S(=O)(c1ccc(Cl)cc1)N1CCN=C1SCc1ccc(Cl)c(Cl)c1 returned STK33 kinase inh -2.3 and OX1R FRET antag 17.
Screening O=C(/C=C/c1cccs1)N1CCN(Cc2ccc3c(c2)OCO3)CC1 returned STK33 kinase inh 0.9 and OX1R FRET antag 9.
Screening O=C(CCCN1CCOCC1)c1ccc2c(c1)OCCO2 returned STK33 kinase inh -1.8 and OX1R FRET antag 8.
For O=C(COC(=O)c1ccc2ccccc2c1)Nc1ncc(C(F)(F)F)cc1Cl the results were STK33 kinase inh -1.1 and OX1R FRET antag 27.
CC(=O)c1ccc(-c2ccccc2OC(F)(F)F)o1 was read as STK33 kinase inh -0.6 and OX1R FRET antag 1.
O=C(NCc1cccnc1)c1ccc(-c2ccccc2[N+](=O)[O-])o1 was read as STK33 kinase inh -0.8 and OX1R FRET antag 17.
CSc1cccc(NC(=O)/C=C/c2ccccc2)c1 was read as STK33 kinase inh 6.1 and OX1R FRET antag 26.

Next part, starting with the last two of the part before.
O=C(NCc1cccnc1)c1ccc(-c2ccccc2[N+](=O)[O-])o1 was read as STK33 kinase inh -0.8 and OX1R FRET antag 17.
CSc1cccc(NC(=O)/C=C/c2ccccc2)c1 was read as STK33 kinase inh 6.1 and OX1R FRET antag 26.
For CC(NC(=O)c1cccnc1Sc1ccccc1)c1ccc(S(N)(=O)=O)cc1 (stereo not drawn) the results were STK33 kinase inh -2.0 and OX1R FRET antag 12.
For COc1ccc2oc(C)c(C(=O)Cn3ccnc3)c2c1 the results were STK33 kinase inh -1.4 and OX1R FRET antag 27.
Screening Cc1c(CCC(C)C)c(=O)n2c([nH]c3ccccc32)c1C#N returned STK33 kinase inh 2.8 and OX1R FRET antag 35.
Screening COc1ccccc1N1CCN(C(=O)c2ccoc2C)CC1 returned STK33 kinase inh -0.5 and OX1R FRET antag 5.
`COc1ccc(C2NC(=O)NC(C)=C2[N+](=O)[O-])cc1` (stereo not drawn) gave STK33 kinase inh -1.3 and OX1R FRET antag 19.
For O=C(NCc1ccccn1)c1cc(-n2cnnc2)ccc1Cl the results were STK33 kinase inh -0.8 and OX1R FRET antag 8.
Screening COc1ccccc1C(=O)Nc1ccc(C(=O)Nc2ccccc2C(=O)O)cc1 returned STK33 kinase inh -0.1 and OX1R FRET antag 0.
Screening Cc1ccc2[nH]c3c(=O)n(CC(=O)NCCc4ccc(Cl)cc4)ncc3c2c1 returned STK33 kinase inh -0.5 and OX1R FRET antag 9.
`O=S(=O)(c1cccc(-c2nnc3n2CCCCC3)c1)N1CCCC1` gave STK33 kinase inh -3.9 and OX1R FRET antag 18.
CCOC(=O)C(c1ccccc1)C(Nc1cc(C(F)(F)F)cc(C(F)(F)F)c1)c1ccccn1 (stereo not drawn) was read as STK33 kinase inh -0.4 and OX1R FRET antag 4.
COc1ccc(-c2noc(N3CCCC(C(=O)Nc4ccccc4F)C3)n2)cc1 (stereo not drawn) was read as STK33 kinase inh -0.2 and OX1R FRET antag 17.
O=C(O)C1CCN(c2nc(-c3ccccc3)nc3c2oc2ccccc23)CC1 was read as STK33 kinase inh -0.8 and OX1R FRET antag 20.
Screening CC(=O)N1CC=C2C(C#N)=C(N)C(C#N)(C#N)[C@H](c3ccoc3)[C@H]2C1 returned STK33 kinase inh 2.5 and OX1R FRET antag -3.
Screening O=C(CCc1nc(-c2ccccc2)no1)Nc1cc(C(F)(F)F)ccc1Cl returned STK33 kinase inh -0.2 and OX1R FRET antag 23.
Cc1cc(=O)[nH]c2c1c(C)nn2C1CCCCC1 was read as STK33 kinase inh -1.3 and OX1R FRET antag 28.
For CCCCN(C1CCS(=O)(=O)C1)S(=O)(=O)c1cc(C)ccc1C (stereo not drawn) the results were STK33 kinase inh -0.5 and OX1R FRET antag 23.
For CC1CCN(C(=O)Cn2nnc(-c3ccc([N+](=O)[O-])cc3)n2)CC1 the results were STK33 kinase inh -0.2 and OX1R FRET antag 20.
`NC1=NC[C@H](CC2CCCCC2)N1CCc1cc(C(F)(F)F)cc(C(F)(F)F)c1` gave STK33 kinase inh 4.3 and OX1R FRET antag 13.
`CCc1nnc(NC(=O)CCC(=O)Nc2ccccc2)s1` gave STK33 kinase inh -0.2 and OX1R FRET antag 25.
For CCN(CC)c1ccc(NC(=O)COC(=O)C23CCC(=O)N2c2ccccc2S3)cc1 (stereo not drawn) the results were STK33 kinase inh 2.3 and OX1R FRET antag 9.
Screening O=C(OCC(=O)N1CCc2ccccc21)C1=COCCO1 returned STK33 kinase inh 0.1 and OX1R FRET antag 3.
`CC(=O)N1CCN(Cc2nc3cc(NC(=O)C4CCCCC4)ccc3n2C)CC1` gave STK33 kinase inh -3.0 and OX1R FRET antag 9.
Screening CCCCNc1c(-c2cccc(SC(C)CC)c2)nc2ccc(Cl)cn12 (stereo not drawn) returned STK33 kinase inh -2.8 and OX1R FRET antag 17.
Cc1ccc(-n2c(-c3ccco3)n[nH]c2=S)cc1 was read as STK33 kinase inh 0.5 and OX1R FRET antag 6.
Screening C#CC[N+](C)(C)C(C#Cc1ccccc1)CC=C (stereo not drawn) returned STK33 kinase inh 0.0 and OX1R FRET antag 12.
For COc1cccc2cc(C(=O)NCc3ccccn3)c(=O)oc12 the results were STK33 kinase inh 1.3 and OX1R FRET antag 116*.
Screening Oc1cccc(-c2nc3c4c(ncn3n2)-c2ccccc2CC42CCCC2)c1 returned STK33 kinase inh -2.2 and OX1R FRET antag 17.
For Cc1ccc(S(=O)(=O)N2CCN(C(=O)COC(=O)c3cccc(Cl)c3)CC2)c(C)c1 the results were STK33 kinase inh 0.1 and OX1R FRET antag 6.
Screening CC1CN(/C=C/C(=O)C(F)(F)F)CC(C)O1 (stereo not drawn) returned STK33 kinase inh 2.7 and OX1R FRET antag 16.
`Cc1cccc(OCCCC(=O)Nc2nccs2)c1` gave STK33 kinase inh -1.1 and OX1R FRET antag 20.
`O=C(Nc1ccc(Cl)cc1Cl)c1cccc(N2C(=O)C=CC2=O)c1` gave STK33 kinase inh -1.0 and OX1R FRET antag -5.
Screening CCC(C)(C)NC(=O)c1cc(S(=O)(=O)N2CCCCC2)ccc1N1CCOCC1 returned STK33 kinase inh 0.1 and OX1R FRET antag 15.
For CCOC(=O)C1CCN(C(=O)c2ccccc2NS(=O)(=O)c2ccc(F)c(F)c2)CC1 the results were STK33 kinase inh -1.6 and OX1R FRET antag 3.
Cc1cccc(CN2CCC(C(=O)Nc3ccc(Oc4cccnc4)cc3)CC2)c1 was read as STK33 kinase inh -0.8 and OX1R FRET antag 3.
For CCC(C(=O)OCC(=O)Nc1cc(Cl)cc(Cl)c1)c1ccccc1 (stereo not drawn) the results were STK33 kinase inh -1.1 and OX1R FRET antag 10.
For c1ccc(C[C@H]2CNCCN2CC2(c3ccccc3)CC2)cc1 the results were STK33 kinase inh -2.0 and OX1R FRET antag 18.
NC(=O)CC(NC(=O)c1ccccc1)c1ccc(NCc2ccccn2)c([N+](=O)[O-])c1 (stereo not drawn) was read as STK33 kinase inh 0.2 and OX1R FRET antag 38.
Screening CN(O)/C=N/C(=S)Nc1ccc(Cl)cc1Cl returned STK33 kinase inh -0.3 and OX1R FRET antag 6.
`COc1cc(/C=N/NC(=O)c2ccc(COc3cc(C)ccc3C(C)C)cc2)cc(OC)c1O` gave STK33 kinase inh -1.3 and OX1R FRET antag 23.
`O=C(Nc1c2c(nn1-c1ccccc1)CS(=O)C2)c1ccc(S(=O)(=O)N2CCOCC2)cc1` (stereo not drawn) gave STK33 kinase inh -2.9 and OX1R FRET antag 13.
For N#CC1=C2SCCN2C(=O)C(C#N)C12CCCCC2 (stereo not drawn) the results were STK33 kinase inh -0.3 and OX1R FRET antag 7.
`c1ccc(Cn2c(Sc3nnnn3-c3ccccc3)nnc2-c2ccccc2)cc1` gave STK33 kinase inh 1.3 and OX1R FRET antag 4.
For CC(C)CCN1CCC(n2nccc2NC(=O)C2CCOC2)CC1 (stereo not drawn) the results were STK33 kinase inh 3.4 and OX1R FRET antag 1.
For O=C(c1cccn2c(=O)c3cc4ccccc4cc3nc12)N1CCN(c2ccccc2)CC1 the results were STK33 kinase inh -0.1 and OX1R FRET antag 12.
O=C(COC(=O)c1ccc(O)cc1)NCC1COc2ccccc2O1 (stereo not drawn) was read as STK33 kinase inh 0.9 and OX1R FRET antag 1.
For O=C1CC(c2ccccc2)n2nc(N3C(=O)CCC3=O)nc2N1 (stereo not drawn) the results were STK33 kinase inh -1.6 and OX1R FRET antag 8.
Screening O=C1CCCN1CCC1CCCCN1Cc1nc(COc2ccccc2)no1 (stereo not drawn) returned STK33 kinase inh -1.0 and OX1R FRET antag 2.
O=C(c1cc(S(=O)(=O)N2CCOCC2)c(Cl)cc1Cl)N1CCCCC1 was read as STK33 kinase inh -1.9 and OX1R FRET antag 19.
O=C(CCN1C(=O)c2ccccc2C1=O)NNC(=O)c1ccc(Cl)cc1Cl was read as STK33 kinase inh -0.8 and OX1R FRET antag 6.
`COc1cccc(N2CCN(C(=O)C3CCN(S(=O)(=O)c4ccc5c(c4)CC(C)N5C(C)=O)CC3)CC2)c1` (stereo not drawn) gave STK33 kinase inh 0.3 and OX1R FRET antag 7.
COc1ccc(C(=O)O)cc1S(=O)(=O)Nc1ccc(Oc2ccccc2)cc1 was read as STK33 kinase inh -0.2 and OX1R FRET antag -3.
For COc1ccc(NC(=O)CSc2n[nH]c(N)n2)c([N+](=O)[O-])c1 the results were STK33 kinase inh 1.6 and OX1R FRET antag 28.
`CCN(C(=O)CCS(=O)(=O)c1cc2c(cc1Cl)NC(=O)CO2)c1ccccc1` gave STK33 kinase inh 2.6 and OX1R FRET antag 8.
For COc1ccc(-c2nc(C#N)c(NCc3ccco3)o2)cc1 the results were STK33 kinase inh -0.7 and OX1R FRET antag 18.
`CCN(c1ccccc1)S(=O)(=O)c1ccc(C(=O)N(CCN(C)C)c2nc3c(F)cc(F)cc3s2)cc1` gave STK33 kinase inh -0.9 and OX1R FRET antag 30.
For COc1ccccc1NCCC(=O)OCC(=O)NC1CCCC(C)C1C (stereo not drawn) the results were STK33 kinase inh 0.9 and OX1R FRET antag 16.
Screening Cc1cccc(NC(=O)c2cc([N+](=O)[O-])ccc2NC2CCCCC2)c1 returned STK33 kinase inh -0.8 and OX1R FRET antag 23.
NCCCCCc1nnc(SCc2cccc(Cl)c2)o1 was read as STK33 kinase inh 1.2 and OX1R FRET antag 2.
`Cc1noc(C)c1CSc1nc2cc(S(=O)(=O)N3CCOCC3)ccc2o1` gave OX1R FRET antag 16.
Screening Cc1cc(/C=N/n2cnnc2)c(C)n1-c1cc(Cl)ccc1Cl returned STK33 kinase inh 0.0 and OX1R FRET antag 10.

Nothing new here: 4 of the compounds above.
Screening Cc1cccc(NC(=O)c2cc([N+](=O)[O-])ccc2NC2CCCCC2)c1 returned STK33 kinase inh -0.8 and OX1R FRET antag 23.
NCCCCCc1nnc(SCc2cccc(Cl)c2)o1 was read as STK33 kinase inh 1.2 and OX1R FRET antag 2.
`Cc1noc(C)c1CSc1nc2cc(S(=O)(=O)N3CCOCC3)ccc2o1` gave OX1R FRET antag 16.
Screening Cc1cc(/C=N/n2cnnc2)c(C)n1-c1cc(Cl)ccc1Cl returned STK33 kinase inh 0.0 and OX1R FRET antag 10.

(more compounds)
Screening N#CC(c1nc2ccccc2nc1OCCO)S(=O)(=O)c1ccccc1 (stereo not drawn) returned STK33 kinase inh -0.8 and OX1R FRET antag 14.
For CCc1ccc(NC(=O)c2ccccc2NC(=O)C2CCCO2)cc1 (stereo not drawn) the results were STK33 kinase inh 0.0 and OX1R FRET antag 19.
For O=C1/C(=C/c2ccco2)SC(=S)N1C1CCS(=O)(=O)C1 (stereo not drawn) the results were OX1R FRET antag 60.
`COc1cccc(NC(=O)CN(C)CC(=O)NCC(=O)Nc2ccc(F)cc2)c1` gave STK33 kinase inh 0.0 and OX1R FRET antag 7.
`CC(C)[C@H]1COCCS(=O)(=O)N1Cc1ccccc1-c1ccccc1` gave OX1R FRET antag 17.
For CC(=O)N1CCN(C(=O)CCc2nnc(CCCCc3ccccc3)o2)CC1 the results were STK33 kinase inh -1.6 and OX1R FRET antag -5.
`CCCNC(=O)c1cccc(C(F)(F)F)c1` gave STK33 kinase inh -0.1 and OX1R FRET antag 7.
Screening CC(=O)Nc1ccc(C(=O)OCC(=O)Nc2ccc(S(=O)(=O)N3CCOCC3)cc2)cc1 returned STK33 kinase inh 0.9 and OX1R FRET antag 12.
For CC(NS(=O)(=O)c1ccccc1)c1n[nH]c(=S)n1-c1ccccc1 (stereo not drawn) the results were STK33 kinase inh -1.2 and OX1R FRET antag 20.
CC(=O)N1CCN(c2ccc([N+](=O)[O-])c(NCc3cccnc3)c2)CC1 was read as STK33 kinase inh 0.7 and OX1R FRET antag 42*.
For Cc1onc(-c2ccccc2Cl)c1C(=O)NC(=S)NCCc1ccccc1 the results were STK33 kinase inh 0.7 and OX1R FRET antag 7.
For CC1(C)Cc2c(sc3nc(SCC(=O)O)nc(N)c23)CO1 the results were STK33 kinase inh -0.2 and OX1R FRET antag 9.
Cc1ccc(S(=O)c2ccc(C)cc2)cc1 was read as STK33 kinase inh -1.0 and OX1R FRET antag 8.
For O=C(Nc1nc2ccccc2s1)c1ccc(N2CCCCC2)c([N+](=O)[O-])c1 the results were STK33 kinase inh -1.3 and OX1R FRET antag 34.
For Cc1ccc(CNC(=O)C2CCN(c3nc(C)cc(C)n3)CC2)cc1 the results were STK33 kinase inh -2.6 and OX1R FRET antag 7.
`Cc1c(NC(=O)OCCNC(=O)COc2ccc(Cl)cc2Cl)sc(=S)n1C` gave STK33 kinase inh -1.0 and OX1R FRET antag 35.
COc1ccc(C(=O)c2oc3ccccc3c2NC(C)=O)cc1 was read as STK33 kinase inh 1.5 and OX1R FRET antag 41.
